# EWS-Fli block: inhibitors of EWS/Fli oncoprotein transcriptional activity; hit rate 0.67% among 350,000; A673 NR0B1-luciferase reporter, viability-normalised; inhibition, % at 12.6 µM;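 active = mean inhibition of at least 50% after viability correction, with every replicate also passing that limit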;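 also: firefly luciferase signal divided by Alamar Blue viability fluorescence both relative to DMSO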
# FN deposition inh: fibronectin deposition inhibition; AID 743247; AH1F fibroblasts, Alexa488-fibronectin deposition fluorescence, overnight; hit rate 0.086% among 350,000; inhibition, % at 12.6 µM;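 active = mean inhibition across replicates of 30% or more, regardless of how many single replicates reach that level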;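 also: positive control wells lacked labelled fibronectin entirely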
#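 Assay system: AH1F fibroblasts / Quantity: 10000 cells per well / Medium: DMEM plus 2% serum, read in PBS / Reagent: labelled fibronectin 24 nM / Dosing: single dose, pinned / Times: 1 h cell attachment, overnight exposure to compound and label / Signal: fluorescence, ex 485 nm, em 525 nm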
# PglD inh: inhibitors of Campylobacter jejuni PglD acetyltransferase; inhibition, % at 12.5 µM; AID 602405; purified PglD enzyme, DTNB colorimetric CoA detection; hit rate 0.098% among 360,000; in the data active = inhibition above about 16%, passing the limit was not always enough; also: strong numbers were not always called active
# LGR2 antag: Drosophila LGR2 receptor signaling inhibition. HEK293 LGR2, CRE-luciferase, bursicon-stimulated, 4 h. inhibition, % at 9.99 µM. hit rate 0.35% among 380,000. AID 720647;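 active = drop in luminescence signal, shown as inhibition above about 50% in the replicate tests, limit read from the data, passing the limit was not always enough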;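 also: agonist challenge used bursicon conditioned medium at about half maximal strength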
# PAX8 inh HTS: lowers PAX8-driven luciferase in RMG-I cells | RMG-I TPO-luciferase reporter, SteadyGlo, 24 h | inhibition, % at 12.6 µM | hit rate 1.2% among 360,000;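 active = mean replicate inhibition at least 60% with every replicate also reaching 60%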;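 also: luciferase light reporting Pax8 driven TPO promoter activity; plate controls were median of neutral control wells for no effect and mitoxantrone controls for full effect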
# ERAP1 HTS inh: blocks human ERAP1 aminopeptidase activity; Q9NZ08; recombinant ERAP1, Leu-AMC fluorescence, 60 min; inhibition, % at 10.7 µM; hit rate 0.15% among 340,000; AID 652197;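 active = mean replicate inhibition of at least 30%, or all replicates individually reaching that 30% level; inactive = mean below 30% and not every replicate reaching it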;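 also: 0% = neutral control wells and 100% = L-leucinethiol positive control wells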
# Target sequence (Q9NZ08 whole entry, looked up): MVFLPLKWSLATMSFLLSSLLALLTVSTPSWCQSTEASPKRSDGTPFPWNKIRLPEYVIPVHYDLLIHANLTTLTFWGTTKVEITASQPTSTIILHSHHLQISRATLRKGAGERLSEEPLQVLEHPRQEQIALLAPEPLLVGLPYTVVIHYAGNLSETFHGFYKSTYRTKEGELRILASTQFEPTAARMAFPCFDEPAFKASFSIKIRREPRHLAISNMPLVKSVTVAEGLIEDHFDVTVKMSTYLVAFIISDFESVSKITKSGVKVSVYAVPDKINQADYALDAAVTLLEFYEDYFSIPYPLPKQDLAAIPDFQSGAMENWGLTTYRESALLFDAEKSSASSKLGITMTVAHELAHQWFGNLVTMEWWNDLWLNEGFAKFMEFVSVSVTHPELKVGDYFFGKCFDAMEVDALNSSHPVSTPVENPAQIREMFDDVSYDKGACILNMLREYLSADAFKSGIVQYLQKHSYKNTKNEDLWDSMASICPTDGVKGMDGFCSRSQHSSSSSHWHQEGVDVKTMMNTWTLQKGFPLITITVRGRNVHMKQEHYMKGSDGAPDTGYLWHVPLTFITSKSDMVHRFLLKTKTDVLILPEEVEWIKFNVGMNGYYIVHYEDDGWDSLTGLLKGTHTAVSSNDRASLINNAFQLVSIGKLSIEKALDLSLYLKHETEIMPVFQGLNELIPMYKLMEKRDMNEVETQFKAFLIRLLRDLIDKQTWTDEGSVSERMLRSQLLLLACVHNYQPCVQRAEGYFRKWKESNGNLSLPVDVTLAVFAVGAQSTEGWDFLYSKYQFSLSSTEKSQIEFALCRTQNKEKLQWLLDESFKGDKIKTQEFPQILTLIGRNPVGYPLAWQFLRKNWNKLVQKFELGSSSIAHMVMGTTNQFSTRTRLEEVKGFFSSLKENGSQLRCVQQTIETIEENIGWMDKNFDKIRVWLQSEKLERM
# S100A4 inh HTS: S100A4-myosin IIA interaction inhibition | P26447 | S100A4/TAMRA-MyoIIA peptide fluorescence polarization | inhibition, % at 10.7 µM | hit rate 0.14% among 360,000 | AID 652163;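 active = mean inhibition of at least 70% across replicates, with every replicate also reaching that level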
# Target sequence (P26447 whole entry, looked up): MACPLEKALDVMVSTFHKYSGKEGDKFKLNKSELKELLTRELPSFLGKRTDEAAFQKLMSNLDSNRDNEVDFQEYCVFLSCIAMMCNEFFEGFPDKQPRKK
#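 Compound dosing: one dose per compound; test system: human S100A4 monomer with TAMRA-labelled myosin IIA peptide; probe or stimulus: TAMRA-labelled myosin IIA heavy-chain peptide probe, 5 nM; medium: HEPES buffer with Ca2+, pH 7.2; schedule: 5 min incubation before reading; benchmarks: neutral control DMSO, positive control TFP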
# PGC1a acetyl inh: modulators of PGC1a acetylation; U2OS PGC1a acetylation, AlphaScreen anti-acetyl-lysine; with virally co-expressed GCN5 acetyltransferase; inhibition, % at 15.6 µM; hit rate 0.17% among 350,000; AID 651687;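 active = every replicate shows inhibition of at least 40%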;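 also: 0% = neutral control wells and 100% = positive control wells; some results beyond the cut were filed as inactive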
# An asterisk follows results filed as active; . = not tested or not shown; & = joins results of further samples.
[1] CC(C)CC#Cc1ccc([C@H]2[C@@H](CO)N3C(=O)CN(C(=O)NC4CCCCC4)C[C@@H]23)cc1
[2] CCC1CCCCN1CCCNC(=O)c1ccc2nc(N3CCCCC3)sc2c1 (stereo not given)
[3] CCc1cccc(NC(=O)CCc2nc3sc4c(c3c(=O)[nH]2)CCCC4)c1
[4] O=C(COC(=O)c1ccc(Br)o1)Nc1ccc2[nH]c(=O)[nH]c2c1
[5] O=C(CSc1nnnn1C1CCCC1)Nc1ccccc1F
Screen / compound no.	1	2	3	4	5
EWS-Fli block	-3.9	-67.4	4.4	-0.9	-5.5
FN deposition inh	.	2.7	-8.7	2.2	-1.7
PglD inh	.	0.8	.	-2.2	-1.7
LGR2 antag	12.3	-118.1	0.7	2.9	-2.5
PAX8 inh HTS	19.1	-152.0	4.2	4.3	-22.5
ERAP1 HTS inh	0.9	-0.9	1.6	0.7	0.6
S100A4 inh HTS	8.8	-4.4	-6.8	5.3	36.0
PGC1a acetyl inh	-3.2	-19.8	4.9	-2.9	5.5

[6] COc1ccc(OCC(=O)Nc2ccccc2C(=O)NC(C)C)cc1
[7] CCOc1ccc(N2C(=O)Nc3ccccc3C2(O)C(=O)NCc2ccc(F)cc2)cc1 (stereo not given)
[8] O=C(COC(=O)c1ncc(Cl)c(Cl)c1Cl)NCc1cccs1
[9] CCCc1ccc2oc(C(=O)N3CCC[C@H]3CO)c(C)c2c1
[10] CC(C)(C)c1nnc2sc(SCC(=O)c3ccc(Cl)cc3)nn2c1=O
Screen / compound no.	6	7	8	9	10
EWS-Fli block	7.9	4.3	7.9	-112.9	.
FN deposition inh	5.0	8.4	-8.3	3.1	.
PglD inh	.	-0.8	-4.8	-1.4	-1.7
LGR2 antag	1.8	-18.5	-7.5	-48.7	-0.9
PAX8 inh HTS	5.3	5.7	8.6	-237.6	.
ERAP1 HTS inh	0.3	-0.8	-6.4	-1.7	0.3
S100A4 inh HTS	-6.7	-6.0	-1.9	-4.3	-4.7
PGC1a acetyl inh	.	-11.3	.	-14.8	0.1

[11] O=C(CN1CCN(S(=O)(=O)c2ccc(Cl)s2)CC1)N1CCCCC1
[12] CO[C@@H]1CN(C)C(=O)c2ccc(NC(=O)C3CCCC3)cc2OC[C@H](C)N(C)C[C@H]1C
[13] Cc1cnc(C(=O)OCC(=O)NC(=O)c2ccccc2)cn1
[14] Cc1ccc2cccc(OCCCOc3ccccc3CO)c2n1
[15] COc1ccccc1NC(=O)N[C@@H]1C=C[C@@H](CC(=O)N[C@H](C)c2ccccc2)O[C@@H]1CO
Screen / compound no.	11	12	13	14	15
EWS-Fli block	-1.9	-10.1	-2.9	-5.4	-0.1
FN deposition inh	1.5	-8.5	12.6	4.8	-9.2
PglD inh	-4.9	-0.8	0.9	-2.5	1.4
LGR2 antag	-1.4	0.4	6.8	-13.2	10.8
PAX8 inh HTS	-4.6	-4.1	15.7	-1.1	0.9
ERAP1 HTS inh	0.4	-1.8	20.3	4.4	-0.1
S100A4 inh HTS	-11.8	-6.2	-0.4	-3.5	-1.7
PGC1a acetyl inh	-1.6	.	.	7.1	2.0

[16] COc1ccccc1-n1c(C)nc2cc(C(=O)O)ccc21
[17] Nc1nnc(-c2ccc(Cl)c(Cl)c2)s1
[18] CN(C(=O)Cn1c(=O)oc2ccccc21)C1CCCCC1
[19] CCC(=O)N[C@@H]1C=C[C@H](CC(=O)OC)O[C@H]1CO
[20] Cc1cc(NC(=O)CSC2=NS(=O)(=O)c3ccccc3N2)no1
Screen / compound no.	16	17	18	19	20
EWS-Fli block	1.7	5.8	3.7	2.6	-7.2
FN deposition inh	.	-0.3	1.5	-11.5	8.7
PglD inh	-0.3	-0.9	0.3	-0.9	-5.0
LGR2 antag	-1.8	-6.0	-2.1	7.8	-4.7
PAX8 inh HTS	.	-7.3	10.3	-2.7	0.6
ERAP1 HTS inh	-2.6	-1.9	1.8	-0.9	1.1
S100A4 inh HTS	-3.5	5.6	-3.9	10.6	-0.3
PGC1a acetyl inh	-12.7	.	8.1	2.7	-4.1

[21] O=C(Cc1c[nH]c2ccccc12)Nc1ccc(Nc2cccnc2)cc1
[22] CCOC(=O)c1ccc(-n2ccnc2)c(NC(=O)c2ccc(Cl)cc2)c1
[23] CCCCOc1ccc(C(=O)NCC(=O)N2CCN(C/C=C/c3ccccc3)CC2)cc1
[24] COc1ccc(NC(=O)CN2CCc3ccccc3C2)c(OC)c1
[25] CC(=O)SCC[N+](C)(C)C
Screen / compound no.	21	22	23	24	25
EWS-Fli block	5.4	0.1	18.3	-21.1	-5.9
FN deposition inh	-5.4	.	-1.9	-2.7	-1.2
PglD inh	.	1.3	-2.6	-3.9	0.2
LGR2 antag	8.9	-0.6	4.5	-2.0	4.3
PAX8 inh HTS	18.7	-6.7	36.2	4.8	-2.1
ERAP1 HTS inh	2.8	.	-1.0	-3.9	-1.1
S100A4 inh HTS	-18.6	.	-9.2	-0.3	-0.7
PGC1a acetyl inh	.	6.3	.	.	.

[26] COc1ccc(NC(=O)c2cc(-c3ccc(C)cc3)on2)cc1OC
[27] CNc1ccccc1C(=O)OC(C)C(=O)Nc1ccc(Cl)cn1 (stereo not given)
[28] COCC#Cc1cnc2c(c1)C(=O)N([C@H](C)CO)C[C@@H](C)[C@@H](CN(C)S(C)(=O)=O)O2
[29] C=CCNC(=O)N[C@@H](Cc1ccccc1)C(=O)OC
[30] COC(=O)NCC(c1ccc2c(c1)OCO2)N1CCN(c2ccc(OC)cc2)CC1 (stereo not given)
Screen / compound no.	26	27	28	29	30
EWS-Fli block	-1.4	25.6	0.7	14.5	0.8
FN deposition inh	1.1	15.6	.	-8.9	-5.4
PglD inh	4.5	-7.0	9.6	1.7	-2.7
LGR2 antag	-2.4	35.4	1.7	-6.2	4.9
PAX8 inh HTS	5.8	29.1	-14.4	-15.3	-3.0
ERAP1 HTS inh	1.4	-11.9	.	-0.3	2.3
S100A4 inh HTS	-1.2	19.9	18.9	2.0	1.8
PGC1a acetyl inh	14.2	.	4.3	7.2	19.7

[31] O=C(CSc1c2c(nc3ccccc13)CCC2)N1CCCC1
[32] COc1ccc2c3c([nH]c2c1)[C@H](CO)N(C(=O)c1cccnc1)CC31CN(C(=O)NC(C)C)C1
[33] COc1ccc(-c2ccc3c(c2)O[C@H](CN(C)C(=O)c2ccccc2F)[C@H](C)CN([C@@H](C)CO)S3(=O)=O)cc1
[34] COc1cccc(NC(=O)N(C)C[C@@H]2Oc3cc(C#Cc4ccncc4)ccc3S(=O)(=O)N([C@@H](C)CO)C[C@@H]2C)c1
[35] COc1cccc(Oc2c(C)oc3c(CN4CCOCC4)c(O)ccc3c2=O)c1
Screen / compound no.	31	32	33	34	35
EWS-Fli block	-8.1	8.6	0.8	11.9	-16.5
FN deposition inh	3.7	.	.	.	1.5
PglD inh	.	.	11.1	1.3	-4.5
LGR2 antag	5.7	15.3	1.7	0.8	-13.5
PAX8 inh HTS	5.8	.	-11.3	.	-1.1
ERAP1 HTS inh	1.4	8.8	-1.0	-1.1	6.5
S100A4 inh HTS	2.9	4.5	-3.8	-19.3	2.1
PGC1a acetyl inh	.	.	2.7	-8.2	6.4

# An excerpt from above in order of length of the SMILES, low to high:
[26] COc1ccc(NC(=O)c2cc(-c3ccc(C)cc3)on2)cc1OC
[4] O=C(COC(=O)c1ccc(Br)o1)Nc1ccc2[nH]c(=O)[nH]c2c1
[30] COC(=O)NCC(c1ccc2c(c1)OCO2)N1CCN(c2ccc(OC)cc2)CC1 (stereo not given)
[15] COc1ccccc1NC(=O)N[C@@H]1C=C[C@@H](CC(=O)N[C@H](C)c2ccccc2)O[C@@H]1CO
[1] CC(C)CC#Cc1ccc([C@H]2[C@@H](CO)N3C(=O)CN(C(=O)NC4CCCCC4)C[C@@H]23)cc1
Screen / compound no.	26	4	30	15	1
EWS-Fli block	-1.4	-0.9	0.8	-0.1	-3.9
FN deposition inh	1.1	2.2	-5.4	-9.2	.
PglD inh	4.5	-2.2	-2.7	1.4	.
LGR2 antag	-2.4	2.9	4.9	10.8	12.3
PAX8 inh HTS	5.8	4.3	-3.0	0.9	19.1
ERAP1 HTS inh	1.4	0.7	2.3	-0.1	0.9
S100A4 inh HTS	-1.2	5.3	1.8	-1.7	8.8
PGC1a acetyl inh	14.2	-2.9	19.7	2.0	-3.2

# Next part.
[36] CC#C[C@]1(O)CC[C@H]2[C@@H]3CCC4=CC(=O)CCC4=C3[C@@H](c3ccc(N(C)C)cc3)C[C@@]21C
[37] Cc1cc(-n2nc3ccccc3n2)c(O)c([N+](=O)[O-])c1
[38] CNC(=O)/C(C#N)=c1\s/c(=C/C(=O)OC)c(=O)n1-c1ccccc1
[39] Cc1cc(C(=O)CN2C(=O)C(=O)N(Cc3ccccc3)C2=O)c(C)n1-c1ccccc1F
[40] CCn1c(COc2c(C)cccc2C)nnc1SCc1nc2ccccc2c(=O)[nH]1
Screen / compound no.	36	37	38	39	40
EWS-Fli block	-0.6	6.9	.	8.1	-9.6
FN deposition inh	8.2&-7.7	0.6	11.4	1.3	10.1
PglD inh	0.5	3.1	2.2	.	1.7
LGR2 antag	18.2	3.2	.	4.2	-20.7
PAX8 inh HTS	31.4	-41.8	-4.3	-6.3	16.5
ERAP1 HTS inh	1.0	-1.7	.	-1.7	-3.9
S100A4 inh HTS	9.3&-1.5	-2.7	.	1.9	7.0
PGC1a acetyl inh	13.3	-0.9	-2.1	-1.9	-2.1

[41] CCOc1cc(C(=S)N2CCOCC2)ccc1OS(=O)(=O)c1ccccc1
[42] CC(=O)c1cc(CN2CCN(C3CCN(C(C)C)CC3)C(CCO)C2)cs1 (stereo not given)
[43] O=C(NCCCN1CCOCC1)[C@@H]1N[C@@H]2c3ccc(C4=CCCC4)c(=O)n3C[C@@H]2[C@H]1CO
[44] C[C@@H]1CN([C@@H](C)CO)C(=O)c2cc(NS(=O)(=O)c3ccc(F)cc3)ccc2O[C@@H](C)CCCCO[C@H]1CN(C)C(=O)Nc1cccc2ccccc12
[45] COc1ccc(S(=O)(=O)N(C)C[C@H]2OCCCC[C@@H](C)Oc3ccc(NS(=O)(=O)c4cn(C)cn4)cc3C(=O)N([C@H](C)CO)C[C@@H]2C)cc1
Screen / compound no.	41	42	43	44	45
EWS-Fli block	.	2.6	0.0	-1.7	.
FN deposition inh	3.9	-8.1	.	-7.1	-9.6
PglD inh	.	.	-2.3	0.8	5.4
LGR2 antag	0.9	-10.8	-7.7	1.7	-3.3
PAX8 inh HTS	8.6	-4.1	-3.1	23.5	-21.3
ERAP1 HTS inh	.	0.3	0.1	-5.0	0.3
S100A4 inh HTS	.	4.1	2.4	-20.0	-2.1
PGC1a acetyl inh	6.2	.	2.8	-33.6	-9.0

[46] CCC(=O)N1C[C@H](O)COC[C@@H]2O[C@@H](CC(=O)NC)CC[C@H]21
[47] CCC(C(=O)N/N=C(\C)c1cccnc1)c1ccccc1 (stereo not given)
[48] O=C(Nc1nccs1)c1ccc(COc2ccc(F)cc2)o1
[49] Cn1nc(C(C)(C)C)cc1C(=O)N1CCCCC1c1cc(C(=O)Nc2ccc3c(c2)OCO3)no1 (stereo not given)
Screen / compound no.	46	47	48	49
EWS-Fli block	5.4	-6.4	.	12.0
FN deposition inh	4.3	.	-0.9	-4.0
PglD inh	-4.3	0.9	1.9	-0.5
LGR2 antag	0.0	-2.8	-53.2	10.9
PAX8 inh HTS	-7.4	11.3	.	13.6
ERAP1 HTS inh	0.3	1.8	.	1.9
S100A4 inh HTS	1.5	-1.2	.	-0.2
PGC1a acetyl inh	-0.3	-3.2	-20.0	-7.8

# A few values from the entries so far.
# In S100A4 inh HTS, `CCC(=O)N1C[C@H](O)COC[C@@H]2O[C@@H](CC(=O)NC)CC[C@H]21` reads 1.5
# In EWS-Fli block, `Cn1nc(C(C)(C)C)cc1C(=O)N1CCCCC1c1cc(C(=O)Nc2ccc3c(c2)OCO3)no1` (stereo not given) reads 12.0

# Screening data deposited in PubChem by Broad Institute.
